Source: PubChem BioAssay
NPR2 activator: human GC-B receptor activators, primary screen, HEK293 GC-B cells, cGMP TR-FRET, EC30 CNP; 0.11% of 370,000 active; AID 1920062, 2024; Atrial natriuretic peptide receptor 2 (Homo sapiens), P20594; activation, % at 10 µM; 0% at EC30 CNP, 100% saturating CNP;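 active = activation at 10 µM reaching about 35% in either raw or pattern-adjusted values, limit read from the data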
rCAG binder: binders of r(CAG) RNA repeats, primary screen, biochemical, fluorescence. 1.3% of 370,000 active. r(CAG) RNA repeat, TO-PRO-1 dye displacement fluorescence. inhibition, % at 3 µM;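 active = inhibition above the plate cutoff, the mean of all test compounds on that plate plus 3 SD, cut at about 35% in these data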;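 note: 0% = DMSO alone and 100% = 100 µM mitoxantrone as full dye displacement; higher means more dye released from RNA so lower well fluorescence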
PG9 Ab binder: binders of HIV-1 gp120 antibody PG9, primary screen, biochemical, TR-FRET; HIV-1 gp120 / PG9 antibody interaction; TR-FRET gp120-PG9 antibody binding; inhibition, % at 6.7 µM; 0.43% of 360,000 active; in the data active = inhibition above about 8.5%
ASAP1 GAP inh: inhibitors of human ASAP1 ArfGAP activity, primary screen, biochemical, fluorescence polarization. inhibition, % at 16.5 µM. Arf-GAP with SH3 domain, ANK repeat and PH domain-containing protein 1 (Homo sapiens), …. ASAP1-stimulated ARF1 GTP hydrolysis, GDP FP detection. 0.19% of 360,000 active. AID 624377, 2012; in the data active = inhibition above about 25%;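 note: 0% = vehicle with enzyme and substrate and 100% = no enzyme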
Target sequence (Q9ULH1 325-724 limits assumed): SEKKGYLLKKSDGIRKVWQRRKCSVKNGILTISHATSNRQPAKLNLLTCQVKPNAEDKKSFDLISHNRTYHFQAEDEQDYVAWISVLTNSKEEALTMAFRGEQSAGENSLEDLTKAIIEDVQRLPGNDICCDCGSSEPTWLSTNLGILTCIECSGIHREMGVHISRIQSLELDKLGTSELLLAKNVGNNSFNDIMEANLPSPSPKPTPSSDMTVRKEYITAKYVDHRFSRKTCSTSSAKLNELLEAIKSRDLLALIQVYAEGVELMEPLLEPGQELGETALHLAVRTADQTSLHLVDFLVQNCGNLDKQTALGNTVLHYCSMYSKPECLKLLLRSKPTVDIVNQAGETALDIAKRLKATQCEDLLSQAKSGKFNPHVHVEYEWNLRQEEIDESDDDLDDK
Rev-erbA mod: modulators of Rev-erb alpha DNA binding, primary screen, biochemical, FITC-DNA, fluorescence polarization, uHTS; Nuclear receptor subfamily 1 group D member 1 (Homo sapiens), P20393; Rev-erbα–FITC-DNA binding, 90 min; activity, % at 10 µM; 0.79% of 370,000 active; AID 1259318, 2017;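 active = activity above about 14%, limit read from the data; passing the limit was not always enough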;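 note: 0% = DMSO wells with 35 nM protein and 100% = DMSO wells with 750 nM protein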
SMARCA2 act: SMARCA2 (BRM) function activators, primary screen, cell-based, luminescence, high throughput. MG213 cells, MMTV-luciferase reporter, dexamethasone, overnight. activation, % at 9.1 µM. 1% of 370,000 active. AID 652017, 2013; in the data active = activation above about 7.8%;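 note: 0% = vehicle wells and 100% = reference activator wells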
ABHD4 inh: ABHD4 inhibitors, primary screen, biochemical, fluorescence polarization, mouse; AID 720543, 2013; purified mABHD4, FP-Rh probe fluorescence polarization; (Lyso)-N-acylphosphatidylethanolamine lipase (Mus musculus), Q8VD66; 0.54% of 370,000 active; inhibition, % at 8.92 µM;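 active = inhibition exceeding the mean over every tested compound plus 3 SD, cut at about 30% in these data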;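 note: 0% = plate median of compound wells and 100% = S159A mutant with DMSO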
Target sequence (Q8VD66 whole entry, looked up): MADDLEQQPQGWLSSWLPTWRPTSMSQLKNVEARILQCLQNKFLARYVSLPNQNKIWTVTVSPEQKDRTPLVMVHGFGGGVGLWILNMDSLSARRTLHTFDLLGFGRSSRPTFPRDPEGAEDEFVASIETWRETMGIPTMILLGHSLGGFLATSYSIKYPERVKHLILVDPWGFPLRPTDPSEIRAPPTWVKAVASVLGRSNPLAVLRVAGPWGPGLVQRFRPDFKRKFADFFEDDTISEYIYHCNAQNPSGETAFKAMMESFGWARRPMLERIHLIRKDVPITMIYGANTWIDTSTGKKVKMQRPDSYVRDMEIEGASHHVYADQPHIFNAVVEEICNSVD
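Assay system: Wild-type mouse ABHD4 protein | Medium: HEPES pH 7.0 buffer, 150 mM NaCl, 0.01% Pluronic F-127 | Incubation: Enzyme–compound pre-incubation 45 min, then probe 60 min, both 25 °C | Technique: Fluorescence polarization with parallel and perpendicular emission, 525/598 nm | Evaluation: % inhibition of FP-Rh probe binding versus controls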
NPR1 activator: GC-A stimulated cGMP production enhancers – HEK293 GC-A cells, cGMP TR-FRET, EC30 ANP, primary screen | activation, % at 10 µM | 0.14% of 370,000 active | 0% at EC30 ANP, 100% saturating ANP; in the data active = activation above about 40%
ARFGAP1 inh: inhibitors of rat ARFGAP1 GAP activity, primary screen, biochemical, fluorescence polarization, GDP tracer. ADP-ribosylation factor GTPase-activating protein 1 (Rattus norvegicus), Q62848. Arfgap1-stimulated ARF1 GTP hydrolysis, GDP FP detection. inhibition, % at 16.5 µM. 0.26% of 360,000 active;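 active = inhibition above a per-plate limit, mean inhibition of low control wells plus 3 SD, cut at about 25% in these data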;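 note: 0% = DMSO wells with enzyme and 100% = wells lacking Arfgap1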
Target sequence (Q62848 1-136 limits assumed): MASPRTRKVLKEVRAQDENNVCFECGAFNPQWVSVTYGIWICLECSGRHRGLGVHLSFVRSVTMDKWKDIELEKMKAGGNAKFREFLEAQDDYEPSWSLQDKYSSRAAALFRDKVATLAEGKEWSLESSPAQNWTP
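Material: rat Arfgap1 GAP domain (His6, aa 1-136), purified enzyme. Also added: human ARF1(Δ1-17)-GTP substrate. Compound dosing: 16.5 µM single point, 1.26% DMSO. Timing: enzyme reaction 120 min at 25 °C after 20 min preincubation. Signal: GDP detection by fluorescence polarization. Read-out basis: percent inhibition of GAP-stimulated GDP formation, scaled between DMSO and no-Arfgap1 medians.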
HTRA1 inhibitor: HTRA1 serine protease inhibitors, primary screen, biochemical, fluorescence polarization, HTS | AID 504803, 2011 | inhibition, % at 5.96 µM | recombinant HTRA1, FP-rhodamine activity-based probe | Q92743 | 0.5% of 340,000 active; in the data active = inhibition above about 36%;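 note: 0% = enzyme with DMSO and 100% = wells lacking enzyme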
Active calls of the source: *; . = not tested or not shown.

smiles,HTRA1 inhibitor,NPR1 activator,PG9 Ab binder,ARFGAP1 inh,SMARCA2 act,NPR2 activator,rCAG binder,ASAP1 GAP inh,Rev-erbA mod,ABHD4 inh
Cc1nn(C(C)C(=O)N/N=C/c2ccc(N(C)C)cc2)c(C)c1[N+](=O)[O-] (stereo unspecified),9,7,-1.4,0,0,-7,-3,9,-2,0
O=C(O)CCCC(=O)OCCCc1cc2ccccc2c(=O)o1,.,3,0.6,8,-2,-4,8,0,-9,8
CCN1CCN(C(=O)Cn2ncc3ccsc3c2=O)CC1,2,2,-1.4,10,-1,2,0,-10,-3,2
Cn1cccc1Cc1nnc(SCC(=O)Nc2nccs2)n1C,4,3,-1.3,9,-3,1,2,1,-4,0
Cc1csc(=O)n1CC(=O)OCC(=O)NCc1ccc(Cl)cc1Cl,-1,2,-1.2,0,-3,2,-3,-11,2,3
O=C(COc1ccccc1Cl)NC1CC1,3,0,1.4,-10,1,4,0,9,1,0
CN(C)CCOc1ncnc2c1oc1ccccc12,3,3,0.3,-12,-1,2,2,-7,8,0
CC1CCN(S(=O)(=O)c2cnc(Cl)c(Br)c2)CC1,-1,0,-0.1,-6,-3,2,-3,8,-1,5
CSc1ccc(C(=O)N2CCC(n3nccc3NC(=O)C3CC3)CC2)cc1,3,5,-0.3,2,7,2,-2,0,-10,1
Cc1ccc(S(=O)(=O)N(C)CC(O)Cn2c3ccccc3c3ccccc32)cc1 (stereo unspecified),-55,-18,0.1,5,-1,-20,4,16,0,-31
Cc1csc2nc(SCC(=O)N3CCN(c4ccccc4)CC3)[nH]c(=O)c12,-2,9,-1.8,1,2,6,6,-14,-4,9
CCN(CC)CCNC(=O)Cn1nc(Cc2ccncc2)c2ccccc2c1=O,2,1,-0.6,6,0,1,5,7,-3,5
CCNC(=S)NNc1ccccc1,.,3,-1.0,-4,-1,0,-3,-3,4,5
CC(O)(CS(=O)(=O)c1ccc(Br)cc1)c1ccccc1 (stereo unspecified),-7,0,0.4,4,0,2,2,-7,3,-4
CCCCn1c(N)c(N(CCOC)C(=O)c2ccc(-n3c(C)ccc3C)cc2)c(=O)[nH]c1=O,1,2,-1.4,-8,2,-2,5,1,5,-2
C[C@H](CO)N1C[C@H](C)[C@@H](CN(C)Cc2ccc(C(=O)O)cc2)Oc2c(NC(=O)C3CC3)cccc2C1=O,-4,4,0.5,-4,-2,1,12,-13,-1,9
COc1ccc(N2CCN(c3nc(NC(C)(C)C)nc(N4CCCCC4)n3)CC2)cc1,-2,-4,-1.8,-7,1,2,2,-7,7,6
O=[N+]([O-])c1ccc2c(c1)S(=O)c1ccccc1-2 (stereo unspecified),-5,3,-1.9,-2,-3,2,-2,-4,2,-1
O=C(CN(C(=O)c1csnn1)c1cccc2ccccc12)NCc1ccccc1,0,-3,1.3,-7,-1,-1,5,14,-6,-7
CCC(=O)NC(NC(=S)Nc1ccc(S(N)(=O)=O)cc1)C(Cl)(Cl)Cl (stereo unspecified),5,4,1.2,16,0,11,53*,-4,2,4

Structural class, the compounds so far containing a nitro group on carbon
smiles,HTRA1 inhibitor,NPR1 activator,PG9 Ab binder,ARFGAP1 inh,SMARCA2 act,NPR2 activator,rCAG binder,ASAP1 GAP inh,Rev-erbA mod,ABHD4 inh
Cc1nn(C(C)C(=O)N/N=C/c2ccc(N(C)C)cc2)c(C)c1[N+](=O)[O-] (stereo unspecified),9,7,-1.4,0,0,-7,-3,9,-2,0
O=[N+]([O-])c1ccc2c(c1)S(=O)c1ccccc1-2 (stereo unspecified),-5,3,-1.9,-2,-3,2,-2,-4,2,-1

Further entries:
smiles,HTRA1 inhibitor,NPR1 activator,PG9 Ab binder,ARFGAP1 inh,SMARCA2 act,NPR2 activator,rCAG binder,ASAP1 GAP inh,Rev-erbA mod,ABHD4 inh
NS(=O)(=O)c1ccc2c(c1)C(=NO)c1cc(S(N)(=O)=O)ccc1-2,-23,7,0.7,12,3,0,5,-2,4,-7
COc1cc(C2C(C(=O)OCCC#N)=C(C)NC3=C2S(=O)(=O)c2ccccc23)cc(OC)c1OC (stereo unspecified),-2,4,-1.5,-4,5,11,0,10,0,10
COc1ccc(N(CC(=O)NCc2ccncc2)S(=O)(=O)c2ccc(C)c([N+](=O)[O-])c2)cc1,-2,-10,0.1,9,2,-3,2,10,4,8
S=c1nc2ccccc2c2nc(-c3ccccc3)[nH]n12,6,-1,3.8,-19,4,-8,15,3,-8,4
COc1ccccc1P(=O)(c1ccccc1)c1ccccc1,-2,-7,-1.3,-7,-1,-9,-6,1,-8,3
O=C(Nc1ccc(N2CCOCC2)c([N+](=O)[O-])c1)c1ccco1,1,-1,-1.5,-17,3,-3,-2,4,1,1
Cc1ccc(NS(=O)(=O)c2cccc(C(=O)NCc3ccccn3)c2)cc1,-2,-1,1.1,1,-2,-3,1,7,3,3
C=CCSc1nc(C)c(CC(=O)OCC(C)C)c(=O)[nH]1,1,5,0.9,1,1,-4,5,-5,-3,5
COc1cc(C2C3C(=O)N(Cc4ccccc4)C(=O)C3ON2c2ccccc2)cc(OC)c1O (stereo unspecified),-1,-9,-1.4,1,0,-9,1,6,5,4
O=C(CCCCCCC(=O)NCc1ccccc1)NCc1ccccc1,4,3,0.3,-2,6,-1,3,10,-1,-1
COc1cccc(NC(=O)CN2CCC(NC(=O)c3ccccc3C)CC2)c1,2,-1,-0.8,-5,-1,-5,1,0,-7,2
CC1(C)CC(=O)C(CC2CCCCC2=O)C(=O)C1 (stereo unspecified),15,4,-0.9,7,-3,1,-2,-6,0,2
CCOC(=O)/C(C#N)=C/c1ccc(OCC(=O)Nc2cc(C)ccc2C)c(OC)c1,10,-3,2.4,-7,-2,-5,-1,-15,-1,8
Cc1sc(NC(=O)C2CCCO2)c(C#N)c1C (stereo unspecified),3,5,.,.,.,2,.,.,0,.
Cc1cccc(C(=O)N[C@H](C(=O)NCCc2ccc(Cl)cc2)C(C)C)c1,-11,-4,-0.5,-1,-1,-1,0,7,-1,4
N=c1c2c(n(Cc3ccccc3)c3c1CCC3)CCC2,-2,4,0.7,4,-4,3,8,1,-2,1
CCOC(=O)N1CCN(CC(=O)c2ccc(O)cc2O)CC1,0,0,-1.2,-13,-2,2,-7,1,-3,5
O=C(NNC(=S)NCc1ccc(Cl)cc1)c1cccnc1,6,2,-1.1,-1,0,-7,4,13,1,2
COCCCNc1nc2nonc2nc1N1CCN(Cc2cccc(C)c2)CC1,5,-3,-2.2,-17,-3,-3,-9,1,0,-2
CCC(C)(C(=O)NC1CCCCC1)N(Cc1cccs1)C(=O)c1ccccn1 (stereo unspecified),5,-5,-0.9,10,-3,0,-12,8,-4,4
O=C(NCc1cccs1)c1ccc(S(=O)(=O)N2CCOCC2)cc1,3,5,1.3,-9,1,6,-3,16,0,0
O=C(NCc1ccccc1)C(=O)NCC(c1ccco1)N1CCN(c2ccccc2F)CC1 (stereo unspecified),14,2,-1.1,2,-3,6,-7,12,2,-12
CC1CCCN(C(=O)C2CCN(S(=O)(=O)c3cccc4nsnc34)CC2)C1 (stereo unspecified),7,-6,-0.3,21,-2,3,-2,5,-3,5
CCOC(=O)N1CCN(C(=O)C[C@@H]2C[C@@]3(C(=O)OCC)CCCC=C3N(Cc3ccc4c(c3)OCO4)C2=O)CC1,.,-2,0.8,-4,-2,1,0,-2,-4,-3
CC(C)NC(=O)c1ccc2c3n(nc2c1)-c1ccc(Cl)cc1CO3,-6,5,-2.2,3,4,4,-1,31*,-8,-7
COc1cccc(CN2CC(C(=O)N(C)Cc3nc4ccc(F)cc4[nH]3)CCC2=O)c1 (stereo unspecified),3,2,-2.1,-1,-2,1,-3,0,0,0
CN(C)CCNC(=O)Cn1nc(-c2ccc(Cl)cc2)ccc1=O,7,0,-2.8,-7,-4,-3,-3,1,-1,-4
CN(CCCC(=O)NCc1ccc2c(c1)OCO2)S(=O)(=O)c1ccc([N+](=O)[O-])cc1,-1,3,-1.4,-9,-2,-9,-2,1,7,3
Cc1ccsc1C(C(=O)NC1CCCCC1)N(C(=O)Cc1cccs1)C1CC1 (stereo unspecified),-2,-10,0.7,9,-2,-2,-2,0,-1,-5
N#C/C(=C\c1ccc(Cl)cc1)c1nc2ccccc2o1,-4,0,-0.3,-3,-4,-5,12,-4,5,-7
COc1ccccc1CN1CCNC(=O)C1CC(=O)NCc1cn(C)nc1C (stereo unspecified),-3,0,-1.8,-9,-1,9,-1,-4,-3,6
CC1(C)Cc2ccccc2-c2nnnn21,3,-3,0.1,10,-2,-3,-1,-6,-1,0
Cc1ccc(-c2csc3nc[nH]c(=O)c23)cc1C,-4,-4,0.0,10,-4,-10,16,3,4,-9
Cc1ccc(/C=N/NC(=O)c2ccc(NC(=O)c3ccc(Cl)cc3)cc2)o1,-6,2,0.7,10,2,1,3,5,-14,-15
O=C(COC(=O)c1ccc(NS(=O)(=O)c2cccs2)cc1O)NCc1ccccc1,7,-2,-0.2,6,-3,1,38*,-4,2,5
Cc1onc(-c2c(F)cccc2Cl)c1C(=O)OCC(=O)c1c(N)n(C)c(=O)n(C)c1=O,-2,13,1.7,9,-4,6,1,0,-2,0
CCCS(=O)(=O)N1CCN(Cc2ccncc2)CC1,1,1,1.9,-10,-3,-1,-3,-9,2,6
Cc1ccc(NS(=O)(=O)c2ccc(C)c(NC(=O)COc3ccccc3)c2)c(C)c1,-29,-5,-0.3,-3,-1,0,-1,8,4,-1
O=C(C1CCN(Cc2ccccc2O)CC1)N1CCN(Cc2ccc3c(c2)OCO3)CC1,0,1,0.2,11,-4,-4,-13,1,1,9
Cc1cc(OCC(=O)NC(C)C)cc(C)c1Br,-1,0,-1.2,-3,1,-4,-4,2,-1,2
COC(=O)c1c(C)[nH]c(C(=O)COC(=O)Cc2ccc3c(c2)OCCO3)c1C,-5,1,-0.6,10,-3,-6,1,-3,1,-1
CCc1cc(C(=O)Cc2ccccn2)c(O)cc1O,1,0,-4.3,-6,4,0,-1,2,-7,-1
O=c1cc(CO)occ1OCc1cccc(C(F)(F)F)c1,7,-1,0.5,3,-2,-2,-2,4,-7,3
CCCc1cc(=O)oc2c(CN3CCN(C)CC3)c(O)c(Cl)cc12,-3,3,0.7,-13,0,-3,-2,-15,-5,13

Random draw from the library; any-hit rate near 4.4%.
